High-throughput results deposited in PubChem by several laboratories.
Smad3 FoxH1 inh: Smad3 (human) transcription factor binding inhibition; P84022; TR-FRET Smad3/Dy647-FoxH1 peptide binding, europium anti-His; inhibition, % at 25 µM; 88,000 compounds, 0.29% hits;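 active = compounds that reduce the energy-transfer binding signal between the protein and its labelled peptide by more than half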;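 note: 0% = Smad3 plus labelled peptide maximal FRET and 100% = peptide-only background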
Target sequence (P84022 whole entry, looked up): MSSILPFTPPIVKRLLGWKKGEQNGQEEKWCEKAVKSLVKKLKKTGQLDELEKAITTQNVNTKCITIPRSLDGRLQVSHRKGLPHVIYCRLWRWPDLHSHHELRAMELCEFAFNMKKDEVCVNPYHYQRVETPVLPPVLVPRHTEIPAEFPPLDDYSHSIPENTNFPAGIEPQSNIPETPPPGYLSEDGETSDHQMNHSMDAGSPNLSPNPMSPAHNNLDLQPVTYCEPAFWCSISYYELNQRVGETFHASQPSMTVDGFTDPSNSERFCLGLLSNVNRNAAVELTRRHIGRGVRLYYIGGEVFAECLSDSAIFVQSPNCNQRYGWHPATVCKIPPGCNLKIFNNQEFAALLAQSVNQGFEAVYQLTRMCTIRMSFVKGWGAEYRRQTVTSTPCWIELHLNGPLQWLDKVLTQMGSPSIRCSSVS
IL1B cytotox: toxic to HUVEC cells under IL-1B stimulation; HUVEC cell count loss, Hoechst imaging, IL-1B stimulated; cell count reduction, % at 2 µM; 94,000 compounds, 0.41% hits;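 active = cell count reduction more than 3 SD above the screen-wide mean, cut at about 70% in these data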;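 note: normalized per plate to untreated control cells as the no-loss baseline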
HUVEC tox TNFa: toxic to HUVEC cells under TNF alpha stimulation; cell count reduction, % at 2 µM; HUVEC TNFalpha-stimulated, Hoechst cell count, imaging; 93,000 compounds, 0.17% hits; AID 848;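 active = cell count reduction exceeding the screen mean by over 5 SD, scaled to untreated wells per plate, cut at about 78% in these data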;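 note: cells counted after 24 h of TNF alpha exposure following the 1 h pretreatment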
sEH activator: increases human soluble epoxide hydrolase activity | P34913 | purified human sEH enzymatic activity, activator screen | activation, % at 2 µM | 91,000 compounds, 0.04% hits | AID 717; in the data active = activation above about 37%; note: values of inactives mirror those of a sister screen read the other way
VCAM1 TNFa inh: reduces TNF alpha induced VCAM1 expression in HUVEC; inhibition, % at 2 µM; AID 802; 95,000 compounds, 0.48% hits; HUVEC TNFa-induced VCAM-1 immunofluorescence, high-content imaging;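 active = inhibition above the batch mean plus 3 SD, with images confirmed as a hit by eye, cut at about 37% in these data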;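 note: 0% = TNF-stimulated DMSO wells and 100% = unstimulated control wells; not every result past the cut was called active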
cytoskel mod: modifiers of cytoskeleton assembly | 91,000 compounds, 0.18% hits | HUVEC TNFa F-actin phalloidin imaging, high content | AID 836 | inhibition, % at 2 µM;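 active = inhibition above the batch mean plus 3 SD and confirmed as a hit by visual image inspection, cut at about 30% in these data, passing the limit was not always enough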; note: strong numbers were not always called active
ERb coact inh: ER-beta (human) coactivator binding inhibition; inhibition, % at 25.6 µM; TR-FRET ER-beta LBD / SRC1-Cy5 peptide binding; receptor agonist-loaded with 1 µM estradiol; AID 633; 86,000 compounds, 1.3% hits;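 active = compounds whose percent inhibition of the receptor-coactivator binding signal exceeds about 50% in the single-dose screen, limit read from the data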;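 note: 0% = receptor plus peptide wells without compound and 100% = peptide-only wells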
Target sequence (Q92731 whole entry, looked up, the tested form may be a part): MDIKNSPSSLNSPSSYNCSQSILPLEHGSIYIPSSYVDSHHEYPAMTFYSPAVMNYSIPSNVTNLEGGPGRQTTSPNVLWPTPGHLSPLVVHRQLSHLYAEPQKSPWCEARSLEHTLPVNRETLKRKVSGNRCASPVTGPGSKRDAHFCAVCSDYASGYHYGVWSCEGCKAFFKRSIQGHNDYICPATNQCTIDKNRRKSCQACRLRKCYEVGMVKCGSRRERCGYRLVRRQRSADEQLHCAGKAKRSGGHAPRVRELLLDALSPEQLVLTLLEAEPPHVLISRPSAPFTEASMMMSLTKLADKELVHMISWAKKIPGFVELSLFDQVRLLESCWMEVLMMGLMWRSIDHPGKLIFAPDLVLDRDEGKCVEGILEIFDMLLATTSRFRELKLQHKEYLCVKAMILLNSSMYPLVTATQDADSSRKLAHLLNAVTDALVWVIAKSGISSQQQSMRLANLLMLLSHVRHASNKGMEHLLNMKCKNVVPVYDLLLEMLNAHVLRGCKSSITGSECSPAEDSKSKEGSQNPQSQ
Calb biofilm kill: kills Candida albicans biofilms; C. albicans biofilm + clotrimazole, Alamar Blue; inhibition, % at 6 µM; 85,000 compounds, 0.14% hits; AID 834;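 active = inhibition above 20%; inactive = inhibition below 20%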;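 note: preformed 24 hr biofilms exposed to compound for 48 hr; 0% = biofilm without compound and 100% = blank killed by clotrimazole plus chlorhexidine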
sEH inhibitor: soluble epoxide hydrolase (human) inhibition; P34913; recombinant human sEH enzymatic activity assay; inhibition, % at 2 µM; 91,000 compounds, 0.34% hits; AID 707; in the data active = inhibition above about 80%; note: values of inactives mirror those of a sister screen read the other way; many of its hits are not listed in these tables
* hit, by the source's call; x = not tested or not shown; [ ] = another dose, or the depositor's remark. The list is partial; count on the stated rates, not on these rows.

Compound,Smad3 FoxH1 inh,IL1B cytotox,HUVEC tox TNFa,sEH activator,VCAM1 TNFa inh,cytoskel mod,ERb coact inh,Calb biofilm kill,sEH inhibitor
CCC(C)(C)NC(=O)CN(C(=O)CNS(=O)(=O)c1ccc(C)cc1)c1ccc2c(c1)OCCO2,15,13,-37,x,21,7,12[fluorescence artefact?],8,x
CC(=O)Oc1cccc(N2C(=O)C3C4C=CC(C4)C3C2=O)c1 (stereo unspecified),6,-15,-16,-17,-7,-3,3,5,16
CCOC(=O)C(C)Oc1cccc2c(=O)n(CC(=O)NCc3ccco3)ccc12 (stereo unspecified),x,38,39,-8,-9,3,x,x,8
O=P(Cc1ccccn1)(c1ccccc1)c1ccccc1,x,15,-32,-8,-20,10,x,x,6
CCOc1ccc(/C(O)=C2\C(=O)C(=O)N(c3cc(C)on3)C2c2ccccc2OC)cc1 (stereo unspecified),x,-36,8,-2,1,-44,x,x,4
CC(=O)Nc1c(NC(C)C)c2ccccc2oc1=O,x,-74,-10,0,-2,11,x,x,3
Cc1ccc(C(=O)NNC(=O)CSc2nnc3c(n2)[nH]c2ccc(C)cc23)cc1,x,29,23,4,3,13,x,x,-2
Cc1ccc(S(=O)(=O)CCc2nc3ccccc3s2)cc1,-2[fluorescence artefact?],-27,2,0,10,-5,-7[fluorescence artefact?],6,4
Cc1ccccc1CN1CCN(C/C=C/c2ccccc2)CC1,2,x,-33,4,-4,2,2,3,-4
C=CCc1ccc(OCC(O)CO)c(OC)c1 (stereo unspecified),16[fluorescence artefact?],-16,-14,-6,17,x,0[fluorescence artefact?],0,1
CCOC(=O)c1c(C)c(C(=O)N2CCc3ccccc3C2)c(C)n1CC,-15,2,11,x,-7,-17,7,11,x
CSCCC(NC(=O)OCc1ccccc1)C(=O)O (stereo unspecified),-7,-27,-24,-8,97*,18,-5,4,9
Cc1ccc(C(=O)CCC(=O)O)cc1,x,0,-12,2,8,4,x,x,-1
O=c1c(C/C=C/c2ccccc2)c(O)nc2n1CCCS2,-10,-10,-28,-11,13,21,7[fluorescence artefact?],8,10
CCOC(=O)C1(O)CSc2nc3sc(C(=O)O)c(C)c3c(=O)n21 (stereo unspecified),-1,-9,-27,2,8,7,-2,0,-2
CCOCCCNC(=O)C1CC(=O)N(C2CCCC2)C1 (stereo unspecified),9,-2,-3,-9,6,-3,0,11,11
Cc1ccnc2nc(C(=O)Nc3ccc(N4CCOCC4)cc3)nn12,-7,-74,-16,22,1,-14,3,3,-24
COc1ccc(C)cc1-n1c(N)c(C#N)c(C#N)c1-c1ccc(OC)c(OC)c1OC,6,1,2,x,3,8,3,7,x
COc1ccc(OCC(=O)NN2Cc3ccccc3C2=N)cc1,x,-28,-24,-5,1,16,x,x,5
CN(C)c1ncc(S(=O)(=O)c2ccccc2)c(-c2ccc(Cl)cc2Cl)n1,x,-63,-3,15,-18,-10,x,x,-18
O=C(NC1CCS(=O)(=O)C1)c1ccc(S(=O)(=O)NCC2CCCO2)cc1 (stereo unspecified),8,9,2,10,16,-9,-4,3,-8
CCN(CC)S(=O)(=O)c1ccc(NC(=O)CSc2cccc[n+]2[O-])cc1,x,-14,-28,3,4,2,x,x,-5
CCC(C)(C(=O)NC1CCCCC1)N(Cc1ccco1)C(=O)c1cnccn1 (stereo unspecified),0[fluorescence artefact?],-31,13,0,7,14,-1,6,-3
O=C(CNS(=O)(=O)c1ccccc1)N1CCN(c2ccccc2)CC1,9,32,-27,0,10,-2,-9,5,3
O=C(CSc1cn(Cc2ccccc2)c2ccccc12)N1CCOCC1,-8,-32,-2,-11,-11,13,16,5,12
COc1cc(NS(=O)(=O)c2ccc(NC(=O)NC3CCCCC3)cc2)nc(OC)n1,3,-22,6,-13,10,-4,0,-5,16
CC(C)CN(CCC(=O)O)CC(C)C,0,10,-5,7,-8,6,60*,-2,-7
CCOC(=O)c1ccc(NC2c3ncccc3C(=O)N2Cc2ccc(F)cc2)cc1 (stereo unspecified),5,-76,-25,-2,0,x,-7[fluorescence artefact?],6,4
O=C(CCSc1ccc(Cl)cc1)N1CCN(c2ncccn2)CC1,11,-11,-8,-4,-5,28,-3[fluorescence artefact?],-1,4
CCOc1ccc(NC(=O)NCCCN2CCCC2)cc1,-21,-6,-27,-11,14,19,-8,-3,11
Cc1cnc(C(=O)OCC(=O)Nc2ccc(Cl)cc2)cn1,11,-87,-25,0,14,x,-20[fluorescence artefact?],3,2
CCc1ccccc1N1CCN(S(=O)(=O)c2cc(OC)ccc2OC)CC1,49,-16,x,21,x,x,-6,6,-23
CC(=O)c1n[nH]nc1Nc1nc(C)cc(C)n1,x,1,-13,1,-16,4,x,x,2
CC12CCC(C(=O)N(NC(=O)c3ccc(O)cc3)C1=O)C2(C)C (stereo unspecified),x,68,0,5,6,13,x,x,-4
COc1cc(NC(=S)Nc2ccc(S(=O)(=O)N3CCOCC3)cc2)cc(OC)c1OC,x,-13,-10,-5,12,-5,x,x,8
CC1CCCN(C(=O)c2ccc(S(=O)(=O)N3CCC(c4nc5ccccc5s4)CC3)cc2)C1 (stereo unspecified),-1,22,0,7,-15,10,-14,1,-2
Cc1cccc(N2C(=O)N(c3ccccc3C)C3CS(=O)(=O)CC32)c1 (stereo unspecified),6,-5,x,15,-6,16,-2[fluorescence artefact?],10,-17
Cc1occc1-c1nnc(SCC(=O)NCc2cccs2)n1CC1CCCO1 (stereo unspecified),-14,-4,-16,6,9,-34,-7,-2,-6
O=C(c1cnn2c(C(F)F)cc(C3CC3)nc12)N1CCCC1,5,-20,-4,8,-24,0,-11,6,-9
O=C(c1ccco1)N1CCN(C(=O)C2CCCc3c2[nH]c2ccc(Cl)cc32)CC1 (stereo unspecified),-2[fluorescence artefact?],-37,-14,-4,1,26,-1[fluorescence artefact?],9,7
O=C(NCCN1CCCC1=O)Nc1ccccc1,7,-6,-8,2,-1,4,-5,3,-2
O=C(CN1CCN(c2ccc(Cl)cc2)CC1)Nc1ccc(F)c(F)c1,4,-73,-13,6,-3,x,7,7,-5
COc1ccc2cc(C(=O)c3ccccc3)c(=O)oc2c1,13,-15,-2,-20,12,-11,2,16,19
CC(=O)O/N=C(/C)c1ncc(C(F)(F)F)cc1N1CCOCC1,6,10,-35,5,14,x,-11,3,-6
CCOC(=O)N1CCC(NC(=O)COc2cc(=O)n(C)c3ccccc23)CC1,3,2,-12,x,-4,-2,-3,9,x
O=C(O)COCc1nc2ccccc2[nH]1,2,-4,-14,2,8,37,-5,7,0
O=[N+]([O-])c1ccc(N(c2ccccc2)c2ccccc2)cc1,x,38,-3,-19,-16,-6,x,x,16
O=C1S/C(=C/c2ccc(N3CCOCC3)o2)C(=O)N1Cc1ccc(F)cc1,2,10,0,8,13,2,-14,7,-9

Shown as a hit in VCAM1 TNFa inh, among the entries above:
Compound,Smad3 FoxH1 inh,sEH activator,VCAM1 TNFa inh,cytoskel mod,ERb coact inh,sEH inhibitor
CSCCC(NC(=O)OCc1ccccc1)C(=O)O (stereo unspecified),-7,-8,97*,18,-5,9

The list goes on.
Compound,Smad3 FoxH1 inh,IL1B cytotox,HUVEC tox TNFa,sEH activator,VCAM1 TNFa inh,cytoskel mod,ERb coact inh,Calb biofilm kill,sEH inhibitor
COc1ccc(-c2csc(Nc3ccc(S(N)(=O)=O)cc3)n2)cc1,0,-3,-4,-6,-6,-2,18[fluorescence artefact?],5,7
O=C(CN1CCN(S(=O)(=O)c2ccccc2)CC1)NC(=O)NC1CCCCC1,x,11,4,0,20,-12,x,x,3
Cc1occc1C(=O)Nc1ccc2ccccc2c1,9,-15,-18,x,-14,43,0,4,x
C=CCc1c(C)[nH]c(=S)c(C#N)c1C,14,3,-2,9,-6,-17,-4[fluorescence artefact?],7,-12
CC(=O)OC1COC(N2CCc3cc([N+](=O)[O-])ccc32)C(OC(C)=O)C1OC(C)=O (stereo unspecified),x,-12,4,-9,-10,5,x,x,11
CC1Cc2ccccc2N1S(=O)(=O)c1ccc2c(c1)n(C)c(=O)c(=O)n2C (stereo unspecified),2,8,-14,-2,8,28,-2,-1,5
CCOC(=O)c1c(C)oc2c1c1c(c3ccccc32)OCN(Cc2cccnc2)C1,1[fluorescence artefact?],-31,1,5,16,12,38,6,-6
Oc1ccc(-c2n[nH]c(=S)n2Cc2ccco2)cc1,-27,7,-22,-8,-6,8,1[fluorescence artefact?],5,6
O=C(/C=N/O)Nc1ccccc1,12,16,-22,13,12,2,-7,0,-12
O=C(Oc1ccccc1OC(=O)N1CCOCC1)N1CCOCC1,3,-14,-25,-2,-19,9,2,8,2
CCCc1noc2c1/C(=N\O)CC(c1ccccc1)C2 (stereo unspecified),-19,-22,-14,0,-13,-2,4[fluorescence artefact?],1,3
Nc1ncnc2nc(SCc3ccccc3)[nH]c12,6[fluorescence artefact?],4,-13,19,2,-15,2,6,-17
O=C(c1ccccc1)N1CCCc2ccccc21,1,8,-33,-17,0,19,-7[fluorescence artefact?],8,21
CC(=O)c1oc2ccccc2c1NC(=O)CN1CCCCC1,0,10,2,-6,-4,6,-1,9,4
CC(=C1C(=O)c2ccccc2C1=O)N1CCN(Cc2ccccc2)CC1,0,-2,-10,-1,24,9,-2,3,2
COc1ccc(OC)c(Nc2nc(N)nc(CSc3nnc(N)s3)n2)c1,x,-36,-15,5,22,0,x,x,-5
O=c1oc2ccccc2c(N2CCCCC2)c1CN1CCCCC1,-10,8,-16,-6,3,12,-4,8,8
CCOc1cccc(C(=O)Nc2nnc(-c3cccs3)s2)c1,2[fluorescence artefact?],6,x,8,0,4,18[fluorescence artefact?],6,-5
O=C1c2ccccc2C(=O)N1OCc1ccccc1,-8,19,22,-1,1,-9,-14,5,1
CC(=O)Oc1c(S(=O)(=O)c2ccc(C)cc2)c(C)nn1-c1ccccc1,7[fluorescence artefact?],-15,-38,7,-11,x,-10,-1,-6
